Screening results: PubChem BioAssay, National Center for Advancing Translational Sciences (NCATS)
HepG2 tox – counter-screen for TGF-b inhibitors: cytotoxicity in HepG2 cells. Potency, µM (top dose mostly 46.1 µM), without a hit: at the highest dose activity change, negative = cytotoxicity, usual class: cytotoxic. HepG2 CAGA-GFP viability, ATP luminescence, 18 h. 410,000 compounds, 0.76% hits. AID 588856; active means well fitted cell-killing curve with a large enough effect; inactive means no such curve, though single readings can be large or run the other way; further: some results filed as inactive show a strong effect at the top dose
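HepG2 CAGA-GFP cells (1000/well, DMEM with 1% FBS) received compound, then TGF-beta at 500 pg/mL final, and were incubated 18 hours at 37 degrees C. Viability was read by CellTiter-Glo luminescence. Media-only wells were set as complete cell-killing and DMSO as no toxicity.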
Numbers without * were called inactive. Potency means the concentration at half of the fitted maximal effect. Some of the compounds tested. The share of hits here may be higher or lower than overall.

Molecule | HepG2 tox
O=C(c1ccc(Br)cc1)N1CCN(CCc2ccncc2)CC1 | -27%
CCC(Sc1nc2ncccc2o1)C(=O)Nc1cccc(C)c1 (stereo not given) | -5%
CC(C)(C)n1ncc2c(=O)n(Cc3ccc(Cl)cc3F)cnc21 | -32%
CCc1ccccc1Nc1nn2c(=O)c3ccc(C(=O)NCCCOC(C)C)cc3nc2s1 | -4%
Cc1oc(-c2cccc(Cl)c2)nc1CSc1nc2ncccc2[nH]1 | -20%
CCSc1nc2c([nH]c3ccccc32)c(=O)n1CC | 2%
CC(C)c1ccc(Cn2cnc3c(cnn3C(C)(C)C)c2=O)cc1 | -13%
CC(C)CCNC(=O)c1ccc2c(c1)N(Cc1cccc(Cl)c1)C(=O)c1ccccc1S2 | -13%
CCOc1ccc(Nc2nc(N)c(C(=O)c3ccccc3Cl)s2)cc1 | -46%
COc1cccc(NC(=O)c2sc3nc(C)c(C(=O)Nc4ccc(C)cc4C)c(-c4cccs4)c3c2N)c1 | -2%
COc1ccc(-n2cc(C(=O)NCc3ccccc3)c3ccccc3c2=O)cc1 | -3%
COc1cccc(NC(=O)CSc2nc3c([nH]c4ccccc43)c(=O)n2-c2cccc(Cl)c2)c1 | 6%
Cc1cccc(C)c1OCC(=O)Nc1nc(-c2ccc(Br)cc2)ns1 | -3%
CC(C)N(Cc1ccccc1)S(=O)(=O)c1ccc(-c2cc(C(F)(F)F)on2)s1 | -22%
Cc1c(Cl)cccc1NC(=O)CN1C(=O)CSc2ccc(S(=O)(=O)N3CCCC3)cc21 | -16%
COc1ccc(-n2c(SCC(=O)NCc3ccccc3)nc3n[nH]c(C)c3c2=N)cc1 | -21%
CCCCC(=O)NCc1nc2cccnc2n1Cc1ccc(OC)cc1 | -1%
CCOc1ccc(-c2cc(C(=O)Oc3ccc(C#N)cc3)no2)cc1 | 2%
Cc1ccccc1OCCSc1nc(C)c(Cc2ccccc2)c(=O)[nH]1 | -19%
CCCCn1c(=O)c2oc3ccccc3c2n(CC(=O)Nc2ccccc2OC)c1=O | -5%
Cc1ccc(C(=O)N2CCc3cc(CNC(=O)CCc4ccccc4)ccc32)cc1 | -17%
CCn1c2ccccc2c2nnc(SCC(=O)O)nc21 | -11%
O=C(COc1ccccc1)N(Cc1cccnc1)c1nc2ccc(F)cc2s1 | -25%
Cc1cc(NCc2ccccc2Cl)n2cnnc2n1 | -39%
CCOc1ccc2oc(=O)cc(CN3CCN(c4ccc(Cl)cc4)CC3)c2c1 | -6%
COc1ccc(C2C(=O)N(C3CCCCC3)CC(=O)N2CCc2ccc(OC)c(OC)c2)cc1 (stereo not given) | -17%
COc1ccc(SCC(Cc2ccccc2)N2CCN(CC(C)C)CCC2=O)cc1 (stereo not given) | -30%
CC(C)(C)c1ccc(C(=O)N2CCC(c3noc(-c4ccc(S(=O)(=O)N5CCCC5)cc4)n3)CC2)cc1 | -13%
COc1cc(OC)c(NC(=O)NCc2ccc3c(c2)CCN3C(C)=O)cc1Cl | 8%
Cc1ccc(Cc2nc3ccccc3nc2SCC(=O)N2CCCc3ccccc32)cc1 | 3%

Of the compounds above, 3 contain two or more sulfur atoms.
Molecule | HepG2 tox
COc1cccc(NC(=O)c2sc3nc(C)c(C(=O)Nc4ccc(C)cc4C)c(-c4cccs4)c3c2N)c1 | -2%
CC(C)N(Cc1ccccc1)S(=O)(=O)c1ccc(-c2cc(C(F)(F)F)on2)s1 | -22%
Cc1c(Cl)cccc1NC(=O)CN1C(=O)CSc2ccc(S(=O)(=O)N3CCCC3)cc21 | -16%

Additional entries
Molecule | HepG2 tox
COc1ccccc1NC(=O)CSc1nnc(NC(=O)NC2CCCCC2)s1 | -17%
COCC(=O)N1c2nc(-c3ccco3)nn2C2(CCCCC2)[C@@H]2CCCC[C@@H]21 | 3%
COc1ccc(NC(=O)C2CCN(S(=O)(=O)c3c(C)noc3/C=C/c3ccco3)CC2)cc1 | -8%
Cc1cc(C)cc(NC(=O)C(=O)NCC(c2ccc3c(c2)OCO3)N2CCOCC2)c1 (stereo not given) | 0%
CCOC(=O)N1CCN(Cc2nc3cc(NC(=O)c4ccc(F)cc4)ccc3n2C(C)C)CC1 | -13%
COc1ccc(C(CC(=O)Nc2cc(Cl)c(OC)cc2OC)N2Cc3ccccc3C2=O)cc1 (stereo not given) | -12%
COc1cccc(-c2cn3c(n2)sc2cc(C(=O)NC4CCCCCC4)ccc23)c1 | -26%
Cc1ccc(C)c(CSc2nc3c([nH]c4ccccc43)c(=O)n2C)c1 | -13%
Cc1ccc(O)c(C(CC(=O)NCC2(c3ccccc3)CCCC2)c2ccccc2)c1 (stereo not given) | -110%
Cc1ccc(CNC(=O)CCSCc2cnn(-c3ccccc3)c2-n2cccc2)cc1 | -31%
CC(=O)Nc1c(C)nn(-c2ccccc2)c1N1CCC(C(=O)Nc2ccc(F)cc2Cl)CC1 | -13%
CCOC(=O)c1sc(NC(=O)/C=C/c2ccc(C(C)C)cc2)c(C(=O)OCC)c1C | -54%
Cc1ccc(CN2C(=O)c3ccccc3Sc3ccc(C(=O)NC4CCCCC4)cc32)cc1 | -5%
Cc1ccc(SCc2nc(-c3ccc(C(=O)Nc4cc(C)ccc4C)cc3)oc2C)cc1 | -1%
CCC(CC)C(=O)Nc1ccccc1C(=O)OCc1cc(=O)n2nc(C3CCCCC3)sc2n1 | -1%

Pulled one by one from the list above (6):
Molecule | HepG2 tox
CC(=O)Nc1c(C)nn(-c2ccccc2)c1N1CCC(C(=O)Nc2ccc(F)cc2Cl)CC1 | -13%
CCOC(=O)c1sc(NC(=O)/C=C/c2ccc(C(C)C)cc2)c(C(=O)OCC)c1C | -54%
Cc1ccc(SCc2nc(-c3ccc(C(=O)Nc4cc(C)ccc4C)cc3)oc2C)cc1 | -1%
COc1ccc(C(CC(=O)Nc2cc(Cl)c(OC)cc2OC)N2Cc3ccccc3C2=O)cc1 (stereo not given) | -12%
COc1cccc(-c2cn3c(n2)sc2cc(C(=O)NC4CCCCCC4)ccc23)c1 | -26%
Cc1ccc(CNC(=O)CCSCc2cnn(-c3ccccc3)c2-n2cccc2)cc1 | -31%

(list continues)
Molecule | HepG2 tox
CC(C)Cn1c(=O)c2sccc2n2c(CCCC(=O)NC3CCCCC3)nnc12 | -3%
CCOc1ccc(C(=O)Nc2ccc(S(=O)(=O)N(Cc3ccccc3)c3ccccc3)cc2)cc1 | -23%
CC(C)(C)n1ncc2c(=O)n(Cc3ccc(F)cc3Cl)cnc21 | -38%
COc1cc(NS(=O)(=O)c2cc3c(cc2C)N(C)CCO3)cc(OC)c1OC | -60%
COc1cccc(C(=O)c2cn(CC(=O)NCc3ccccc3)c3nc(C)ccc3c2=O)c1 | 0%
CSc1cccc(NC(=O)CN2C(=O)COc3ccc(S(=O)(=O)N4CCC(C)CC4)cc32)c1 | -16%
COC(=O)c1ccccc1NC(=O)c1nc(S(=O)(=O)Cc2cccc(C)c2)ncc1Cl | 4%
Cc1nn2c(=O)cc(COC(=O)c3ccccc3NC(=O)C(C)Oc3ccccc3)nc2s1 (stereo not given) | 0%
CC1=C(C(=O)Nc2cccc(Cl)c2)C2(CCCCCC2)OC1=O | -1%
COc1ccc(-c2nc3n(n2)C(c2ccc(OC)c(OC)c2)C(C(=O)Nc2cccnc2)=C(C)N3)cc1 (stereo not given) | -7%
CCOc1ccc(NC(=O)c2c(Nc3ccc(OC)cc3OC)sc(C(=O)c3ccc(Cl)cc3)c2N)cc1 | -20%
C=C1C=CS(=O)(=O)N(C(C)C(=O)OC)C1 (stereo not given) | 4%
O=C(Nc1ccccc1C(F)(F)F)c1ncoc1-c1ccco1 | -10%
CCOc1ccccc1NC(=O)CCc1nc(-c2cccc(C)c2)no1 | 3%
CCCn1c2ccccc2c2cnn(CC(=O)N3CCC(C)CC3)c(=O)c21 | 3%
O=C(CCC(=O)N1CCSc2ccccc21)Nc1ccc(Cl)cc1 | -29%
CCS(=O)(=O)c1oc(-c2ccc(F)cc2)nc1S(=O)(=O)c1ccccc1 | 2.5µM*
CCCNC(=O)C1CCN(c2ncnc3c2nc2n3CCCCC2)CC1 | 2%
CCOCCCNC(=O)NC(C)c1c(-n2cccc2)sc2c1CCN(CC)C2 (stereo not given) | -16%
Cc1ccc(Cn2ccn(Cc3ccc(C)cc3)c(=O)c2=O)cc1 | 1%
Cn1ncc2c(N3CCN(c4ccc(F)cc4)CC3)ncnc21 | 0%
COc1ccc(Nc2c3c(nc4nncn24)CCC3)cc1Cl | -9%
Cc1csc2nc(COC(=O)c3cccc(NC(=O)COc4ccc(Cl)cc4)c3)cc(=O)n12 | 1%
COc1ccc(C2C=C3CNS(=O)(=O)C3CC2OC(=O)c2ccc(Cl)cc2)cc1 (stereo not given) | -103%
Cc1ccc(CNc2nc3nc(C)c(Cl)c(C)n3n2)cc1 | 0%
Cc1ccc(C(=O)N(Cc2ccc(N(C)C)cc2)Cc2ccco2)cc1 | -23%
Cc1ccccc1C(=O)Nc1sc2c(c1C(=O)O)CCC(C(C)(C)C)C2 (stereo not given) | 1%
COC(=O)C(NS(=O)(=O)CCl)C(C)C (stereo not given) | 1%
Cc1ccc(SCC(CC(C)C)N2CCN(C)CCC2=O)cc1 (stereo not given) | -21%
Cc1sc(-n2cccc2)c(C(C)NC(=O)Nc2ccccc2Cl)c1C (stereo not given) | -6%
CCc1cccc(-n2c(=O)c3cccnc3n2CC(=O)Nc2c(C)cc(C)cc2C)c1 | 7%
CC(C)(C)n1ncc2c(=O)n(Cc3cccc(-c4ccccc4)c3)cnc21 | -28%
Cc1cc(C)cc(OC(C)C(=O)Nc2nc3c(s2)CCCC3)c1 (stereo not given) | -21%
CCNc1ncnc2c1nnn2C | 0%
O=c1c(=O)n(Cc2ccc(Cl)cc2)ccn1Cc1ccc(F)cc1 | -14%
CC(=O)N1c2ccc(S(=O)(=O)NCC3CCC(C(=O)Nc4cc(C)ccc4C)CC3)cc2CC1C (stereo not given) | -35%
CCOc1ccc(CNC(=O)c2oc3c(c2C)-c2nn(Cc4cccc(Cl)c4)cc2CC3)cc1 | -3%
COc1ccc(CCNC(=O)Cn2c(=O)c3sccc3n(CC(=O)Nc3cccc(C(F)(F)F)c3)c2=O)cc1OC | 2%
CCOc1ccc(CCNC(=O)CN2C(=O)C(CC)Oc3ccccc32)cc1OCC (stereo not given) | -17%
CC(=O)c1cccc(NC(=O)[C@H]2O[C@@H]3OC(C)(C)O[C@@H]3[C@H]3OC(C)(C)O[C@H]32)c1 | -1%
O=C(CC(Cl)(Cl)Cl)N1CCN(/[N+]([O-])=N/Oc2ccc([N+](=O)[O-])cc2[N+](=O)[O-])CC1 | -112%
Cc1cccc(N2CCN(C(=O)CCSCc3ccccc3F)CC2)c1C | -40%
C=Cc1ccc(Cn2ccn(-c3ccc(F)c(F)c3)c(=O)c2=O)cc1 | -9%
CC(C)c1ccc(NC(=O)c2cnc3sc(N4CCCC4)nn3c2=O)cc1 | 10%
COc1ccc(Cl)cc1NC(=O)CCN1C(=O)c2ccccc2Sc2ncccc21 | 4%
COc1ccc(NC(=O)Cn2c(SCc3ccc(F)cc3)nc3cccnc32)cc1OC | -34%
O=C(Nc1ccc(Br)cc1)c1ccc(F)c(S(=O)(=O)N2CCCc3ccccc32)c1 | -20%
CCOC(=O)CSc1nc2cc3c(cc2c(=O)n1Cc1ccc(C(=O)NCCc2ccc(OC)c(OC)c2)cc1)OCO3 | -1%
CCOc1ccccc1N(C)C(=O)Cn1nc(Cc2cccnc2)c2ccccc2c1=O | -26%
CCOc1ccc(-n2cc(-c3ccccc3)c3c(NCc4ccccc4)ncnc32)cc1 | -13%
CC1CCN(C(=O)Cn2cc(SCC(=O)NCc3ccccc3)c3ccccc32)CC1 | -21%
CCOc1ccccc1CNC(=O)CCn1c(=O)c2cccn2c2ccc(F)cc21 | -8%
COc1ccc(Cl)cc1NC(=O)c1cc2c(=O)n3ccccc3nc2s1 | -4%
COc1ccc(-n2cc(-c3ccccc3)c3c(NC4CCCC4)ncnc32)cc1 | -56%
COC(=O)CN1C(=O)CSc2ccc(S(=O)(=O)Nc3ccc(Cl)cc3C)cc21 | -28%
Cc1ccc(OCC(=O)Nc2ccc3nc(SCC(=O)N4CCCC4)sc3c2)cc1 | -25%
Cc1cccc(OC(=O)c2nc(SCc3ccccc3F)ncc2Cl)c1 | -14%
Cc1ccc(N2CC(NC(=O)c3ccc(S(=O)(=O)N4CCCC4)cc3)CC2=O)cc1 (stereo not given) | -20%
CCc1ccc(CNC(=O)CCn2c(=O)c3cccn3c3ccc(F)cc32)cc1 | 0%
CCOc1ccc(S(=O)(=O)N(C(=O)c2ccncc2)c2ccc3oc(C)c(C(=O)OC)c3c2)cc1 | -22%

Additional entries follow.
Molecule | HepG2 tox
CCC(=O)N1c2nc(-c3ccco3)nn2C2(CCCCC2)[C@@H]2CCCC[C@@H]21 | -21%
Cc1cc(=O)[nH]c2nnc(SCCC(C)C)n12 | -2%
Cc1ccc(-n2c(=O)c3c(C)c(C(=O)N(C)C)sc3n(CC(=O)N(C)c3ccccc3)c2=O)cc1C | -13%
COc1ccc(CNC(=O)c2cc3cc(S(=O)(=O)N4CCCCC4)ccc3n2C)c(OC)c1 | -28%
NC(=O)Cn1c(=O)n(CCCCCC(=O)NCc2ccc3c(c2)OCO3)c(=O)c2sccc21 | 9%
COc1ccc(OC)c(NC(=O)N2CC(C)Oc3ccc(C)cc32)c1 (stereo not given) | -23%
O=C(Nc1noc2ccccc12)c1cccc(F)c1 | -62%
CCC(C(=O)NCc1ccccc1Cl)n1c(=O)c2cccn2c2ccccc21 (stereo not given) | -3%
CC1=C(C(=O)NCc2ccc(Cl)cc2)C2(CCCCC2)OC1=O | -33%
Cc1c(Cl)cccc1NC(=O)CCN1C(=O)c2ccccc2Sc2ncccc21 | -35%
